Pol eta inh – qHTS for Inhibitors of Polymerase Eta; DNA polymerase eta (Homo sapiens), Q9Y253; recombinant Pol eta, fluorescent DNA replication assay; Potency, µM (doses to about 114 µM), without a hit: top-dose activity change, negative = inhibition, usual class: inhibitors; 390,000 tested, 1.2% active; also: % is scaled to controls: 0 for no effect and ±100 for the full control effect
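Pol eta at 10 nM preincubated with compounds 15 min at room temperature; reaction started with fluorescent substrate (50 nM final) and read kinetically at 0 and 10 min.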
BAZ2B inh – qHTS Assay for Inhibitors of BAZ2B | Bromodomain adjacent to zinc finger domain protein 2B (Homo sapiens), Q9UIF8 | AlphaScreen BAZ2B-H3K14Ac peptide displacement | Potency, µM (series often up to 114 µM), inactives show top-dose activity change, negative = inhibition, hits mostly inhibitors | 360,000 tested, 4.4% active | AID 504333, 2011; also: % is scaled to controls: 0 for no effect and ±100 for the full control effect; nearly all actives have a fitted effect of over 60% in size
Target sequence (Q9UIF8 whole entry, looked up, the tested form may be a part): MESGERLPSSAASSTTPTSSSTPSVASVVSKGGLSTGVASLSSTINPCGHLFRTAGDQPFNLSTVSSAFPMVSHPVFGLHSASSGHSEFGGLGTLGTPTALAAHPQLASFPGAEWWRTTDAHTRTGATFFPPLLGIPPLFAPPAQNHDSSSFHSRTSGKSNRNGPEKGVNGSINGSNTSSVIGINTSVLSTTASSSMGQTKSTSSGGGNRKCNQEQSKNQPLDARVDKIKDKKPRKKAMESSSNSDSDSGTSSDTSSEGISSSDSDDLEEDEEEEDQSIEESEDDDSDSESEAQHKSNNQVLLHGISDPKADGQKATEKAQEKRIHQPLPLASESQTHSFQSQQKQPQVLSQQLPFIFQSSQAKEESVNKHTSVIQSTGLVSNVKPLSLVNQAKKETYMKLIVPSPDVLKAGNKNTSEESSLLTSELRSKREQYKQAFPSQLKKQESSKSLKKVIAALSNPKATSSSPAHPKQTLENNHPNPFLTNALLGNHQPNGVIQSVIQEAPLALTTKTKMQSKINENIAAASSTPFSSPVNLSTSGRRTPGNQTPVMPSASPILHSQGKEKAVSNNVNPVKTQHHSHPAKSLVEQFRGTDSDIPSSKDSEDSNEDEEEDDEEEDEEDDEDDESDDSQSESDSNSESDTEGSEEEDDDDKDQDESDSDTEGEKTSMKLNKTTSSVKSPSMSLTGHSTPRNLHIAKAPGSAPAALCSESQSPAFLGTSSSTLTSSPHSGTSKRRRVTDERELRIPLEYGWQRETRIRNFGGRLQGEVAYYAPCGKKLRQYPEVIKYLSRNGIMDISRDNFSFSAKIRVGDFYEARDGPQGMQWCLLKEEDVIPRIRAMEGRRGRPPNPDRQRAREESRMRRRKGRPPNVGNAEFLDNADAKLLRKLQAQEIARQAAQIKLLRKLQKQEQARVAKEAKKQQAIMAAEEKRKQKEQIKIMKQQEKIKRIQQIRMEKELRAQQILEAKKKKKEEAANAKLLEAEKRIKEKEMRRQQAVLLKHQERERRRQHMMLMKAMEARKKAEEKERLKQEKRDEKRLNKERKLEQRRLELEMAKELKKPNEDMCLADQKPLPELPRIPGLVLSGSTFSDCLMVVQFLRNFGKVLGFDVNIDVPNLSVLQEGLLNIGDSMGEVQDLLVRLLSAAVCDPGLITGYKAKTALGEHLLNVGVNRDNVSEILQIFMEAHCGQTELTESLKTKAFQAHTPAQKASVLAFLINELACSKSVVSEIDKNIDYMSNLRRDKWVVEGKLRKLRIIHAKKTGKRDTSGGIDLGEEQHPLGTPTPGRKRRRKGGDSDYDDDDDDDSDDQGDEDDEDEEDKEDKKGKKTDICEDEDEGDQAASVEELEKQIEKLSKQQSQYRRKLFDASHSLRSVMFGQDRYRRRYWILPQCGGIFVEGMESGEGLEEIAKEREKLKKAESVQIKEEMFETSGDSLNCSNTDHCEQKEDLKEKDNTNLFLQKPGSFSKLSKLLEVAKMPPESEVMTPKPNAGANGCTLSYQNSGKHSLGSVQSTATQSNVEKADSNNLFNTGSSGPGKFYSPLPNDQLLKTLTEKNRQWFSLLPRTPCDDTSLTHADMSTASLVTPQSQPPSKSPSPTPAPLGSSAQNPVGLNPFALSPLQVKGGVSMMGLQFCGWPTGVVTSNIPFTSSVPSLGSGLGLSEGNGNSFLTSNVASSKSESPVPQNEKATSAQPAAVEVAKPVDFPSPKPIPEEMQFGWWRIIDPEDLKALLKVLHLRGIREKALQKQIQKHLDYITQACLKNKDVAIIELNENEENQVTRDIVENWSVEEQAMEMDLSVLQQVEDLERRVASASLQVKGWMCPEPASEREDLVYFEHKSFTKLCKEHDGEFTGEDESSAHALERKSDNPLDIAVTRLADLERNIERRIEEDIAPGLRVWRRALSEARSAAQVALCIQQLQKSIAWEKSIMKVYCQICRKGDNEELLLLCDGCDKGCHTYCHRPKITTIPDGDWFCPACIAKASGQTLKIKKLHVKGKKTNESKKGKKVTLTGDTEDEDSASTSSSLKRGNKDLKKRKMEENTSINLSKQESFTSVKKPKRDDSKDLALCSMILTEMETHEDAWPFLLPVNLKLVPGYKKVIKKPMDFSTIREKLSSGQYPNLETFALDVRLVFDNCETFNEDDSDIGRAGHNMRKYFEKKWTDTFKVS
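AlphaScreen displacement: compounds (up to 110uM) incubated 30 min at room temperature with a preformed 50 nM BAZ2B/50 nM biotinylated H3K14Ac peptide complex in PBS pH 7.4 with Tween-20. Donor and acceptor beads at 10 ug/mL final added, 20 min light-protected before reading.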
APE1 inh – qHTS Assay for Inhibitors of the Human Apurinic/apyrimidinic Endonuclease 1 (APE1) | DNA repair nuclease/redox regulator APEX1 (Homo sapiens), P27695 | recombinant APE1, TAMRA/BHQ-2 abasic DNA cleavage fluorescence | Potency, µM (titrated, usually from 65.8 µM), without a hit: at the top dose activity change, negative = inhibition, usual class: inhibitors | 350,000 tested, 0.35% active;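 also: plate controls were vehicle for no effect and reference inhibitor for full effect; nearly all actives have a fitted effect of over 55% in size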
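Compound pre-exposure to 0.75 nM APE1, 15 min at ambient temperature. Reaction initiated with 50 nM TAMRA/BHQ-2 THF substrate, read immediately in kinetic mode, 525 nm excitation, 598 nm emission.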
BLM helicase inh – qHTS Assay for Inhibitors of Bloom's syndrome helicase (BLM); RecQ-like DNA helicase BLM (Homo sapiens), P54132; recombinant BLM DNA unwinding, fluorescence dequenching; Potency, µM (highest dose often 56.1 µM), without a hit: at the highest dose activity change, negative = inhibition, hits mostly inhibitors; 350,000 tested, 0.2% active; AID 2528, 2010;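 also: plate controls were vehicle for no effect and no enzyme for full effect; nearly all actives have a fitted effect of over 35% in size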
POLK inh – qHTS for Inhibitors of Polymerase Kappa; 400,000 tested, 0.53% active; Potency, µM (titrated, usually from 107 µM), for the others: at the highest dose activity, negative = inhibition, actives largely listed as inhibitors; DNA polymerase kappa (Homo sapiens), Q9UBT6; AID 588579, 2011; purified Pol kappa, fluorescent DNA synthesis assay, 10 min; also: % is scaled to controls: 0 for no effect and ±100 for the full control effect
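First, compounds were pin-transferred onto 10 nM Pol kappa. After 15 min at room temperature, substrate was added to 50 nM final. Fluorescence was then measured kinetically at 0 and 10 min.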
G9a block – qHTS Assay for Inhibitors of Histone Lysine Methyltransferase G9a. Histone-lysine N-methyltransferase EHMT2 (Homo sapiens), Q96KQ7. G9a H3K9 monomethylation, AlphaScreen, 2 h. Potency, µM (highest dose often 102 µM), inactives show top-dose activity, negative = inhibition, usual class: inhibitors. 350,000 tested, 8.8% active. AID 504332, 2011; also: % is scaled to controls: 0 for no effect and ±100 for the full control effect; nearly all actives have a fitted effect of over 75% in size
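Compounds were preincubated with 20 nM G9a for 15 min, after which biotinylated H3K9 peptide (500 nM) and SAM (20 uM) started a 2 h room-temperature reaction. Monomethylated product was quantified by antibody-based AlphaScreen chemiluminescence.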
POLB inh – qHTS Assay for Inhibitors of DNA Polymerase Beta; Pol beta primer extension/strand displacement, fluorescence kinetic; Potency, µM (highest dose often 114 µM), inactives show top-dose activity change, negative = inhibition, actives largely listed as inhibitors; 340,000 tested, 1.3% active; AID 485314, 2010; also: % is scaled to controls: 0 for no effect and ±100 for the full control effect
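Enzyme-only controls used 10 nM Pol beta; buffer lacking enzyme served as negative control. Compound preincubated 15 min, then 50 nM substrate added; 0 and 10 min reads at room temperature.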
JMJD2A Tudor inh – qHTS Assay for Inhibitors of JMJD2A-Tudor Domain. AID 504339, 2011. Potency, µM (series often up to 114 µM), for the others: top-dose activity change, negative = inhibition, hits mostly inhibitors. 390,000 tested, 4.4% active. Lysine-specific demethylase 4A (Homo sapiens), O75164. AlphaScreen JMJD2A-Tudor / H3K4me3 peptide binding; also: % is scaled to controls: 0 for no effect and ±100 for the full control effect; nearly all actives have a fitted effect of over 50% in size
POLI inh – qHTS for Inhibitors of Polymerase Iota. 390,000 tested, 1% active. Pol iota fluorescent replication assay, 10 min. Potency, µM (highest dose often 115 µM), inactives show top-dose activity, negative = inhibition, most hits filed as inhibitors. DNA polymerase iota (Homo sapiens), Q9UNA4
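Pol iota at 10 nM preincubated 15 min with compounds at room temperature; reaction started with fluorescent substrate, 50 nM final. Fluorescence read kinetically at 0 and 10 min; buffer-only wells as negative control.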
Starred values were filed as active, the others as inactive; ? = inconclusive; . = no result given; [ ] = remark or other dose. Calls follow the shape of the dose curve; as a rule, active = well fitted curve in the direction sought with a large enough effect; inconclusive = small, poorly fitted or top-dose-only effect, or another doubt; inactive = no such curve, though single readings can be large; an effect the other way counts as inactive or inconclusive. Potency is read from the fitted curve at half-maximal effect.

SMILES | Pol eta inh | BAZ2B inh | APE1 inh | BLM helicase inh | POLK inh | G9a block | POLB inh | JMJD2A Tudor inh | POLI inh
Cc1nc2ccn(Cc3cccs3)c(=O)c2cc1C(=O)Nc1ccccc1 | -15% | -17% | . | 0% | 14% | -7%[59 µM] | -7% | -9% | 3%
O=C(COC(=O)Cc1ccc(Br)cc1)NC1CCCC1 | -18% | . | -7% | . | 4% | . | . | 4% | 14%
CCn1c(SCC(=O)NCc2cccs2)nnc1-c1cccs1 | -5% | -9% | -5% | -2% | -5% | -16%[59 µM] | -7% | -12% | 8%
CCOC(=O)CSc1nc(C(C)(C)C)cc(C(F)(F)F)c1C#N | -20% | 34% | -4% | -1% | -7% | 31% | -1% | 9% | 0%
C/C(=N\N1CCN(c2ccccc2)CC1)c1ccncc1 | -7% | -20% | 1% | -1% | -19% | 1% | 13% | -18% | 158%[activator]
COc1cccc(NC(=O)CN(C)C(=O)CSc2ccc3c(c2)OCCO3)c1 | -10% | 8% | -18% | . | -6% | ? | . | -1% | 17%
O=C(/C=C/c1ccc(Cl)cc1)N(c1ccccn1)C1CCCCC1 | -28% | 3% | 19% | -1% | -16% | -4%[59 µM] | 9% | 15% | 8%
Cc1nc2c(-c3ccc(F)cc3)c(C)nn2c(C)c1CCC(=O)NC(C)CCc1ccco1 (stereo not given) | ? | -7% | 11% | 4% | -37% | -5%[59 µM] | 14% | -29% | ?
CC(C)=CCN1CCNC(=O)C1CC(=O)NCc1nc(C)c(C)s1 (stereo not given) | -4% | -2% | 3% | -4% | -8% | . | 64% | 1% | 44%[activator]
CCCN1C(=O)c2cc(C(=O)NC3CCCCCC3)ccc2C1O (stereo not given) | -5% | 0% | -7% | 2% | -12% | ? | -3% | -7% | 3%

Six entries picked at random from those above:
SMILES | Pol eta inh | BAZ2B inh | APE1 inh | BLM helicase inh | POLK inh | G9a block | POLB inh | JMJD2A Tudor inh | POLI inh
COc1cccc(NC(=O)CN(C)C(=O)CSc2ccc3c(c2)OCCO3)c1 | -10% | 8% | -18% | . | -6% | ? | . | -1% | 17%
Cc1nc2ccn(Cc3cccs3)c(=O)c2cc1C(=O)Nc1ccccc1 | -15% | -17% | . | 0% | 14% | -7%[59 µM] | -7% | -9% | 3%
C/C(=N\N1CCN(c2ccccc2)CC1)c1ccncc1 | -7% | -20% | 1% | -1% | -19% | 1% | 13% | -18% | 158%[activator]
CCn1c(SCC(=O)NCc2cccs2)nnc1-c1cccs1 | -5% | -9% | -5% | -2% | -5% | -16%[59 µM] | -7% | -12% | 8%
O=C(/C=C/c1ccc(Cl)cc1)N(c1ccccn1)C1CCCCC1 | -28% | 3% | 19% | -1% | -16% | -4%[59 µM] | 9% | 15% | 8%
CCOC(=O)CSc1nc(C(C)(C)C)cc(C(F)(F)F)c1C#N | -20% | 34% | -4% | -1% | -7% | 31% | -1% | 9% | 0%

Next part:
SMILES | Pol eta inh | BAZ2B inh | APE1 inh | BLM helicase inh | POLK inh | G9a block | POLB inh | JMJD2A Tudor inh | POLI inh
COc1ccc(Nc2c3ccccc3nc3ccccc23)cc1 | -1% | ? | -35% | -7% | -19% | 40µM* | ? | ? | ?
COc1cccc(Oc2nc3c(c(=O)n(Cc4ccccc4Cl)c(=O)n3C)n2C)c1 | -28% | -15% | . | -2% | -3% | -5%[59 µM] | -20% | 4% | 11%
CCOC(=O)c1c(NC(=S)Nc2ccc(C)cc2)sc2c1CCC2 | -14% | 8% | -2% | 0% | -6% | 4%[59 µM] | -3% | -12% | 17%
Cc1cc(OC(C)C(=O)N(Cc2ccc(N(C)C)cc2)Cc2ccco2)ccc1Cl (stereo not given) | . | 13µM* | . | -9% | 0% | 13µM* | -20% | 14µM* | 48%[activator]
COc1ccc(Br)cc1/C=C/C(=O)NCC(=O)O | 0% | -3% | 3% | -1% | 1% | 0% | 12% | -18% | -26%
CC1(C)Cc2c(sc3nc(-c4cccs4)n(N)c(=O)c23)CO1 | -12% | . | -3% | -1% | -17% | 15%[59 µM] | -1% | 9% | -17%[58.9 µM]
Cn1c2ccccc2c(=O)n2c(=O)c3ccccc3cc12 | . | -4% | ? | 25µM* | . | -41% | 11% | . | .
Cc1ccc(-c2nn3c(C)nnc3c3ccccc23)cc1S(=O)(=O)N1CCN(CCO)CC1 | -11% | -27% | -7% | 5% | -1% | -11% | 36% | -10% | -2%
O=[N+]([O-])c1ccc(C2(O)CN(c3ccccc3)C3=[N+]2CCS3)cc1 (stereo not given) | -9% | -17% | 0% | -5% | 4% | 30% | -24% | ? | 58%[activator]
CC(NC(=O)c1cc(S(=O)(=O)N2CCOCC2)ccc1N1CCCC1)c1ccc(Cl)c(Cl)c1 (stereo not given) | -19% | -3% | -18% | . | -3% | ? | . | -1% | 6%
CC1=C(C(=O)OCC(C)C)C(c2cccs2)NC(=S)N1 (stereo not given) | -10% | 2% | 1% | 2% | 1% | ? | -1%[57.1 µM] | -25% | 17%
COc1ccc(CCN(C(=O)C(F)(F)F)C(C(=O)NC2CCCC2)c2cccs2)cc1 (stereo not given) | -17% | 9% | -6% | -8% | -11% | 7% | 13% | 4% | ?
Cc1ccc(SCc2ccc(C(=O)N3CCCC3)cc2)cc1 | -23% | -31% | 14% | -7% | -1% | -35% | 1% | -10% | 105%[activator]
CCSc1nnc(NC(=O)CSc2nc(CC)nc3c2c(=O)n(C)c(=O)n3C)s1 | -12% | -6% | -3% | -1% | 3% | -33% | -22% | -1% | 4%
Cc1cc(NC(=O)Nc2ccc(Cl)cc2)no1 | -17% | 9% | 34% | -9% | 4% | -2%[0.501 µM] | -16% | -10% | 22%
COc1ccc(/C=[N+](\[O-])C2N(c3ccccc3)C(=S)SC2(C)C)cc1OC (stereo not given) | -15% | 2% | -3% | 0% | -9% | ? | -2% | -8% | 158%[activator]
Cc1ccc(-c2cc(-c3ccc(Cl)cc3)c(C#N)c(N)n2)o1 | -18% | 56µM* | -4% | -11% | -9% | 5.6µM* | 0% | 79µM* | -2%
Cc1cc2ccc3ccccc3c2cc1CN(C)C | -9% | ? | -2% | 79%[activator] | -13% | . | 3% | -13% | 2%
O=C(Nc1ccc(S(=O)(=O)Nc2nccs2)cc1)c1c(F)c(F)c(F)c(F)c1F | -10% | -13% | -8% | 0% | -2% | -21% | -15% | -19% | -6%
COC(=O)c1ccc(S(=O)(=O)N2CCN(C)CC2)n1C | -14% | 0% | -4% | 0% | -4% | ? | 0% | -17% | 63%
COc1ccccc1CN1CCN(Cc2nc(-c3ccc(C)cc3)oc2C)CC1 | -3% | -33% | 33% | 0% | -1% | 21% | -8% | ? | 1%
COc1ccc(N(CC(=O)Nc2ccccc2OC)S(=O)(=O)c2ccccc2)cc1Cl | -13% | 1% | -7% | -10% | 1% | 15%[0.501 µM] | 26% | -9% | -8%
Cc1ccc(CNC(=O)CSc2nc3[nH]ncc3c(=O)[nH]2)cc1 | -18% | 12% | 3% | -12% | -1% | 9%[59 µM] | 19% | ? | 175%[activator]
Cc1ccc2c(C)c(C(=O)Nc3c(C)n(C)n(-c4ccccc4)c3=O)oc2c1C | 2% | 1% | -3% | -2% | -4% | 8%[59 µM] | -24% | -14% | 8%
COc1ccc(N2CCN(c3nccs3)CC2)cc1 | -8% | -38% | 52% | -5% | 3% | 50µM* | -6% | ? | -7%
COc1ccc(Cl)cc1NC(=O)CSc1nc2ccsc2c(=O)n1CC1CCC(C(=O)O)CC1 (stereo not given) | 4% | -12% | -12% | -2% | -9% | -3%[0.0925 µM] | -12% | -10% | ?
CCOC(CC(=O)NNC(=O)c1c(-c2c(Cl)cccc2Cl)noc1C)OCC | -12% | 2% | -1% | -7% | 9% | . | ? | -8% | 18%
O=C(NNC(=O)c1cccnc1)Nc1ccc(Cl)c(Cl)c1 | 7% | -4% | -1% | 4% | -5% | 44%[59 µM] | 3% | 5% | 6%
COc1ccc(NC(=O)CN(C)C(=O)c2ccccc2CCc2ccccc2)cc1 | -7% | -2% | -14% | . | -10% | -42% | . | -21% | 30%
COc1ccc(C(=O)c2cn(CC(=O)Nc3cc(OC)cc(OC)c3)c3ccc(OC)cc3c2=O)cc1 | 79µM* | 2% | 26% | -16% | -23% | ? | -26% | -20% | ?
Cc1ccc(N(CC(O)CN2CCCC2)S(=O)(=O)c2ccccc2)cc1 (stereo not given) | -5% | 9% | 0% | 0% | -10%[60.1 µM] | -1% | 28% | -20% | -15%
COc1ccc(-c2nn(-c3ccccc3)cc2/C=N/O)cc1 | -6% | -16% | 58% | -3% | -15%[60.1 µM] | -30% | 8% | -21% | -21%
COC(=O)C1=C(C)N=C2SC(C#N)=C(N)N2C1c1ccc(OCc2ccccc2)cc1 (stereo not given) | -18% | ? | -2% | -12% | -7% | ? | 0% | ? | 9%

An excerpt from above, reduced to G9a block, APE1 inh and BAZ2B inh:
canonical_smiles | G9a block | APE1 inh | BAZ2B inh
COc1ccc(N(CC(=O)Nc2ccccc2OC)S(=O)(=O)c2ccccc2)cc1Cl | 15%[0.501 µM] | -7% | 1%
CCOC(CC(=O)NNC(=O)c1c(-c2c(Cl)cccc2Cl)noc1C)OCC | . | -1% | 2%

High-throughput results from PubChem BioAssay.

A portion of the library; count on the stated rates, not on these rows.
